Bioassay records: PubChem BioAssay, several laboratories
PMI inhibition = human PMI inhibitors, high substrate, primary screen, biochemical, fluorescence intensity, high mannose 6-phosphate (AID 1220). Mannose-6-phosphate isomerase (Homo sapiens). actives 0.66% (n = 190,000). one-dose inhibition, % at 20 µM; IC50 in µM for titrated hits. recombinant PMI enzyme, coupled fluorescence intensity; higher % means a stronger effect
WT yeast gro inh = growth inhibition of WT strain, primary screen, mitochondrial fusion inhibitor project, WT and mutant strains, chemical genetic. mitochondrial fusion phenotypic screen. inhibition, % at 10 µM. actives 2.1% (n = 190,000). AID 1362, 2008; in the data active = inhibition above about 58%; tested in S. cerevisiae
Hep lipid drop = inhibitors of hepatocyte lipid droplet formation, primary screen, imaging, high-throughput imaging, BODIPY stain. AML12 mouse hepatocytes, oleate lipid droplets. inhibition, % at 6.5 µM. actives 0.4% (n = 240,000). AID 1656, 2009;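 active = lipid droplet intensity inhibited by at least 50%, with more than 500 cells counted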
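Assay system: AML12 hepatocytes (mouse) / Also added: 100 µM oleic acid challenge / Times: overnight treatment with compound plus oleate / Detection: high-content imaging of BODIPY-stained droplets and DAPI nuclei / Evaluation: % inhibition of lipid droplet signal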
Myeloid diff 2 = induction of myeloid progenitor differentiation, primary screen, cell-based, flow cytometry, MLPCN library; ER-HoxA9 myeloid progenitors, lysozyme-GFP differentiation; calls only at 10 µM; actives 1% (n = 360,000);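 active = normalized GFP-positive differentiation at or above the plate's own cutoff, the solvent-only control mean plus 3 SD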;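 note: cells exposed to compound for four days before flow analysis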
PMI inhibitors = inhibitors of human PMI, primary screen, biochemical, fluorescence intensity, coupled assay (AID 1209) | Mannose-6-phosphate isomerase (Homo sapiens) | purified PMI enzyme, coupled fluorescence intensity; higher % means a stronger effect | inhibition, % at 20 µM, or IC50 in µM where a hit was titrated | actives 0.42% (n = 190,000);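 note: plate controls were DMSO vehicle for no effect and wells lacking substrate for full effect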
M1AAP inhibition = P. falciparum M1AAP inhibitors, biochemical, fluorogenic H-Leu-NHMec substrate, 1536-well (AID 1445). actives 0.42% (n = 220,000). Aminopeptidase N (Plasmodium falciparum (isolate 3D7)). recombinant M1AAP, H-Leu-NHMec fluorogenic kinetic assay; higher % means a stronger effect. inhibition, % at 30 µM, or IC50 in µM where a hit was titrated;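 active = primary inhibition above the hit cutoff, then over 50% inhibition at one or more dose response concentrations, cut at about 23% in these data, passing the limit was not always enough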;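 note: plate controls were DMSO full reaction for no effect and no enzyme background for full effect; strong numbers were not always called active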
TNAP activation fold = human TNAP enzyme activators, primary screen, biochemical, luminescent, no phosphate acceptor, uHTS (AID 1001); one-dose activation fold at 20 µM; EC50 in µM for titrated hits; purified TNAP, luminescent activation assay, no phosphate acceptor; higher activation fold means a stronger effect; actives 0.03% (n = 200,000); in the data active = activation fold from about 3, or a potency from the dose series; inactive = the rest, 99 in 100 with activation fold below about 1.6; note: many of its hits are not listed in these tables
K1F lysis inhibition = inhibition of K1F phage lysis, E. coli UTI89, bacterial capsule biogenesis inhibitors, alamar blue (AID 488966); E. coli UTI89 K1F phage lysis, alamar blue, 2 h; higher % means a stronger effect; actives 0.02% (n = 340,000); one-dose inhibition, % at 100 µM; IC50 in µM for titrated hits;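 active = phage lysis inhibition, versus mean bacterial control, above a set limit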;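 note: capsule biogenesis inhibitors block K1F phage lysis so surviving cells raise fluorescence; higher fluorescence means more inhibition of phage lysis; actives were called in the ten point dose series up to 300 µM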
ER stress rescue = rescue of cells from ER stress-induced death, primary screen, 384-well, CSM14.1, thapsigargin, ATP luminescence (AID 1222). CSM14.1 thapsigargin-induced death rescue, ATP luminescence; higher % means a stronger effect. 190,000 tested, under 10 active. cellular ATP content (survival), % at 20 µM, or EC50 in µM where a hit was titrated;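 active = EC50 below 50 µM in the dose-response confirmation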;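 note: death triggered by thapsigargin at about 15 µM added after 2 h compound pretreatment; cell ATP read after overnight thapsigargin exposure of roughly 18 to 22 hours; normalized against plate controls of thapsigargin alone and 5% DMSO vehicle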
WT yeast gro inh mutant strain = second read-out of WT yeast gro inh, no call of its own (marks repeat the call); inhibition, %; mitochondrial fusion phenotypic screen, mutant strain inhibition
Hep lipid drop cells 6.5 µM = further read-out of Hep lipid drop, marked with its call; cell count; measured here: cell count, cytotoxicity flag;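 cells counted across two imaged fields per well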
Myeloid diff 2 GFP+ MAC1+ % = also measured in Myeloid diff 2; calls as there; GFP+ MAC1+ double positive, %; measured here: differentiation confirmed by MAC1 staining
The depositor's hits bear a star; i = inactive; . = not tested or not shown; + = active, no number; [ ] = another dose, or the depositor's remark. Cut-off read from the data, not from the text of the source, unless noted: active = inhibition above about 50%; inactive = the rest.

SMILES	PMI inhibition	WT yeast gro inh	WT yeast gro inh mutant strain	Hep lipid drop	Hep lipid drop cells 6.5 µM	Myeloid diff 2	Myeloid diff 2 GFP+ MAC1+ %	PMI inhibitors	M1AAP inhibition	TNAP activation fold	K1F lysis inhibition	ER stress rescue
O=C(NC1CCN(Cc2ccccc2)CC1)c1ccc(Cn2c(=S)[nH]c3ccc(N4CCOCC4)cc3c2=O)cc1	7%	4	-2	-17	724	+	16*	0%	2%	1	0.5%	1.0%
COCCn1c(-c2ccsc2)nc2c1c(=O)[nH]c(=O)n2CC(C)C	6%	-17	-3	-1	810	i	1.1	6%	4%	1.1	0.0%	-0.1%
CCCCNCCCOc1cccc(Cl)c1	2%	-3	11	7	693	i	5.4	4%	4%	1.1	1.9%	.
O=C(CSCSCC(=O)NCC1CCCO1)NCC1CCCO1 (stereo unspecified)	-13%	-3	-1	.	.	i	5.3	-9%	-3%	1.1	-0.1%	-0.4%
O=C(C1CC(c2ccc(F)cc2)=NO1)N1CCCc2ccccc21 (stereo unspecified)	5%	4	-16	1	776	i	0.8	11%	-3%	1.1	0.2%	4.9%
CC(C)CC(NC(=O)C1CCC(C)CC1)C(=O)NCc1ccco1 (stereo unspecified)	4%	4	11	-10	733	i	0.2	-16%	2%	1.1	0.1%	-1.0%
COc1cc(Br)c(C(C)NC(=O)c2ccccc2)cc1OC (stereo unspecified)	-2%	0	-21	.	.	i	0.7	-6%	-11%	1	7.7%	-1.9%
CC(=O)c1nnn(-c2ccc(Cl)cc2C#N)c1C	.	.	.	6	654	i	0.5	.	-2%	.	-0.9%	.
COc1ccc(-n2c(Cn3nnc4ccccc43)n[nH]c2=S)cc1	-1%	-26	-20	0	681	i	1.0	-6%	6%	1	2.0%[50 µM]	0.3%
CC(=O)OCC1=C(C(=O)O)N2C(=O)[C@@H](NC(=O)Cc3cccs3)[C@H]2SC1	29%	-2	-10	12	752	i	3.5	14%	6%	1.1	-3.8%	-2.3%
COc1cccc(C(CC(=O)NCCN2CCOCC2)NS(=O)(=O)c2ccc(C)cc2)c1OC (stereo unspecified)	2%	0	2	0	730	i	0.7	5%	5%	1.1	0.2%	-2.7%
CC(C)NC(=O)NC(=O)COC(=O)c1ccccc1Oc1ccccc1	9%	17	-35	-10	775	i	1.6	6%	-1%	1	3.5%	1.9%
Cc1nn(Cc2c(F)c(F)c(F)c(F)c2F)c(C)c1NC(=O)c1ccc(COc2cc(Cl)ccc2Cl)cc1	1%	3	-7	.	.	i	3.5	-5%	3%	1.1	-1.2%	-0.4%
CCCn1nc(NS(C)(=O)=O)c2cc3cccc(C)c3nc21	-6%	0	0	.	.	i	1.0	-5%	5%	1.1	-0.1%	-2.0%
CN1CCN(c2ccc(S(=O)(=O)N3CCCCC3)cn2)CC1	-9%	-4	4	18	784	i	0.7	-9%	-2%	0.8	0.1%	-0.8%
N/C(=N\O)c1ccccc1-n1cccc1	-1%	-18	7	.	.	i	0.6	-2%	4%	1.1	4.1%	-0.8%
O=C(CN1C(=O)CCSc2ccccc21)Nc1ccccc1	4%	2	5	-11	732	i	3.0	10%	-1%	1	4.1%	-0.1%
CCCc1cc(=O)n2[nH]c(C)nc2n1	4%	10	8	0	814	i	1.2	9%	2%	1.1	-0.1%	-0.9%
CCCCc1n(CC(=O)c2ccc(Cl)cc2)c2ccccc2[n+]1C	1%	0	-16	1	669	i	1.3	-13%	3%	1	0.1%	0.7%
Cc1occc1C(=O)Nc1cccc(C(=O)NCc2ccccc2)c1	10%	-11	-12	-4	723	i	7.2	19%	5%	1.1	1.8%	-2.5%
CN1C(=O)COc2ccc(C(=O)c3oc4ccccc4c3-c3cnc4c(c3)COc3ccccc3-4)cc21	11%	4	-4	6	747	.	.	12%	12%	1.1	.	0.0%
CC(=O)Nc1ccc(N/C=C2/CCCC2=O)cc1	.	.	.	32	690	i	0.4	.	12%	.	-1.5%	.
O=C(CSc1nc(-c2cccs2)cc(C(F)(F)F)n1)Nc1cc(OCC(F)(F)F)cc([N+](=O)[O-])c1	7%	20	-1	17	665	i	0.7	13%	0%	1.2	2.1%	-2.8%
O=C(CCCN1C(=O)c2ccccc2C1=O)NC1CCCCCC1	0%	10	6	2	771	i	0.6	3%	0%	1.1	0.0%	0.1%
NNC(=O)C(=O)Nc1ccc(O)cc1	.	.	.	7	740	i	0.2	.	-1%	.	0.1%	.
CCOc1ccccc1OCCCOc1ccc(C)cc1Br	15%	58*	39*	.	.	i	0.8	17%	0%	1	0.4%	-1.5%
CC1(C#CC[N+]2(C)CCCCC2)CCC2C(O1)c1ccccc1OC2(C)C (stereo unspecified)	27%	-17	8	-5	707	i	0.2	105%*	9%	1.1	-0.4%	-1.0%
CNC(=S)N(Cc1ccco1)Cc1cc2cc3c(cc2[nH]c1=O)OCCO3	52%*	4	8	-6	607	i	0.4	14%	10%	1.1	2.6%	-1.0%
CCc1ccc(-n2c(SCC(=O)N3Cc4ccccc4CC3C(=O)O)nnc2-c2ccncc2)cc1 (stereo unspecified)	.	.	.	1	676	i	0.5	.	-10%	.	-0.5%[50 µM]	.
NC1=C(c2ccc([N+](=O)[O-])cc2)C(=O)CO1	-44%	-9	9	-13	589	i	0.2	-36%	7%	1	0.0%	-1.3%

Sorted by heavy-atom count (smallest number first): 4 of the compounds above
SMILES	PMI inhibition	WT yeast gro inh	WT yeast gro inh mutant strain	Hep lipid drop	Hep lipid drop cells 6.5 µM	Myeloid diff 2	Myeloid diff 2 GFP+ MAC1+ %	PMI inhibitors	M1AAP inhibition	TNAP activation fold	K1F lysis inhibition	ER stress rescue
CCOc1ccccc1OCCCOc1ccc(C)cc1Br	15%	58*	39*	.	.	i	0.8	17%	0%	1	0.4%	-1.5%
CNC(=S)N(Cc1ccco1)Cc1cc2cc3c(cc2[nH]c1=O)OCCO3	52%*	4	8	-6	607	i	0.4	14%	10%	1.1	2.6%	-1.0%
O=C(CSc1nc(-c2cccs2)cc(C(F)(F)F)n1)Nc1cc(OCC(F)(F)F)cc([N+](=O)[O-])c1	7%	20	-1	17	665	i	0.7	13%	0%	1.2	2.1%	-2.8%
CN1C(=O)COc2ccc(C(=O)c3oc4ccccc4c3-c3cnc4c(c3)COc3ccccc3-4)cc21	11%	4	-4	6	747	.	.	12%	12%	1.1	.	0.0%

(next part)
SMILES	PMI inhibition	WT yeast gro inh	WT yeast gro inh mutant strain	Hep lipid drop	Hep lipid drop cells 6.5 µM	Myeloid diff 2	Myeloid diff 2 GFP+ MAC1+ %	PMI inhibitors	M1AAP inhibition	TNAP activation fold	K1F lysis inhibition	ER stress rescue
O=C(Cc1c(F)cccc1Cl)NCC1CCCO1 (stereo unspecified)	2%	-7	-7	4	749	i	1.7	7%	1%	1.1	2.5%	0.7%
CN1CCN(C(=O)c2cc3c(ccc4ccccc43)oc2=O)CC1	13%	33	11	.	.	i	1.2	4%	6%	1.1	-0.1%	-1.6%
CC(=O)c1ccc(NC(=O)CSc2ccc3nnc(-c4cccnc4)n3n2)cc1	-13%	-35	-3	-4	716	i	0.0	-24%	4%	1.1	-0.2%	-0.1%
N#Cc1c(N)nc2c(c1-c1ccc3c(c1)OCO3)CCc1ccccc1-2	22%	62*	34*	-2	574	i	0.3	27%	8%	1.1	4.2%	1.9%
O=S(=O)(c1ccccc1)N(CC1CO1)c1ccccc1 (stereo unspecified)	10%	-5	-4	3	718	i	0.6	17%	4%	1	-0.1%	0.6%
COc1ccc(N2CCN(c3nc(Nc4ccc(C)c(F)c4)nc(N4CCCC4)n3)CC2)cc1	7%	21	-4	6	704	i	0.4	5%	8%	1.1	0.2%	1.4%
Cn1cc([N+](=O)[O-])c(C(=O)Nc2nc(-c3ccc(Cl)cc3)cs2)n1	21%	23	32	-15	515	i	1.0	24%	17%	1.1	1.7%	-2.2%
COc1ccc2nc(NC(=O)c3cnccn3)sc2c1	5%	36	-6	0	514	i	7.9	7%	9%	1.1	0.0%	-3.9%
CN1C(=O)N(C)C2(c3ccccc3)NC(=O)NC12c1ccccc1 (stereo unspecified)	-4%	-7	-5	.	.	i	0.4	-6%	9%	0.8	-0.2%	-2.2%
O=C(Cn1nnc(-c2ccc(S(=O)(=O)N3CCCC3)cc2)n1)Nc1ccccc1-n1cccc1	4%	-9	-3	.	.	i	4.4	0%	8%	1.1	2.1%	0.9%
Cc1cc(C)cc(NC(=O)N2CCCC2C(=O)NCc2ccco2)c1 (stereo unspecified)	8%	5	-8	3	747	i	0.2	0%	-3%	1.1	0.8%	-1.1%
CCn1c2ccccc2c2cc(NC(=O)COC(=O)c3cc(OC)c(OC)cc3OC)ccc21	17%	11	4	10	702	i	0.4	26%	9%	1.1	0.6%[50 µM]	-0.8%
Cc1ccc(NC(=O)c2cc3c(s2)CCCC3)cc1S(=O)(=O)Nc1ccccc1Cl	4%	2	-3	12	649	i	0.8	5%	0%	1.1	6.1%	-2.5%
O=C(CCc1nnc(-c2ccccc2)o1)NCc1cc(F)ccc1F	7%	-12	-27	13	771	i	1.0	3%	5%	1.1	0.3%	0.6%
CC1CC(=O)C(C2c3ccccc3CCN2C(=O)CCl)C(=O)C1 (stereo unspecified)	-1%	-9	-13	7	704	i	0.5	-5%	-2%	1	0.3%	3.4%
Cc1ccc(S(=O)(=O)N2CCOCC2)cc1NC(=O)COC(=O)CNC(=O)c1ccccc1	1%	-18	7	-16	608	i	0.4	4%	-9%	1.1	0.8%[50 µM]	-2.7%
CCOC(=O)N1CCN(C(=O)COc2cccc3c2CCN(Cc2ccc(F)cc2)C3=O)CC1	1%	-6	-8	-27	595	i	0.7	2%	1%	1	-2.8%	6.1%
COc1cc(/C=N/NC(=O)CN2CCOCC2)ccc1OCc1ccccc1	-5%	-5	-22	10	407	i	0.6	0%	5%	0.9	2.6%	-4.6%
COc1ccc2c(c1)CC[C@@H]1[C@@H]2CC[C@]2(C)C(=O)CC[C@@H]12	-4%	8	16	-5	710	i	2.5	2%	-4%	1.1	3.4%	-2.2%
Fc1cccc(-c2cc3nc4c(c(N5CCOCC5)n3n2)CCCC4)c1	15%	-1	5	-18	786	i	2.0	18%	3%	1	1.0%	2.1%
CC(=O)c1ccc(Oc2cc(C(F)(F)F)cnc2C(N)=O)cc1	7%	-35	7	2	694	i	0.1	-6%	3%	1.1	0.4%	9.5%
CCOc1ccc(-c2nc(CCl)cs2)cc1	-9%	10	6	26	647	i	0.4	-18%	-6%	1.1	0.1%	-2.1%
